Compound activity from PubChem BioAssay.
PAFAH2 inh: PAFAH2 (human) inhibition; inhibition, % at 3.39 µM; 0.99% of 340,000 active; Q99487; recombinant PAFAH2, FP-rhodamine activity probe, fluorescence polarization;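 active = inhibition above the mean over all tested compounds plus 3 SD, cut at about 30% in these data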;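 note: inhibitors block probe labeling of enzyme so polarization drops; 0% = enzyme with DMSO and 100% = wells lacking PAFAH2 protein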
LYPLA2 inh: counter-screen for PME1 inhibitors: inhibitors of human LYPLA2; O95372; recombinant LYPLA2, FP-Rh probe fluorescence polarization; inhibition, % at 5.9 µM; 0.38% of 320,000 active; AID 2177;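 active = inhibition above the screen-wide mean plus 3 SD, limit set per campaign, cut at about 26% in these data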;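 note: 0% = LYPLA2 with DMSO and 100% = wells lacking LYPLA2 enzyme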
Target sequence (O95372 whole entry, looked up): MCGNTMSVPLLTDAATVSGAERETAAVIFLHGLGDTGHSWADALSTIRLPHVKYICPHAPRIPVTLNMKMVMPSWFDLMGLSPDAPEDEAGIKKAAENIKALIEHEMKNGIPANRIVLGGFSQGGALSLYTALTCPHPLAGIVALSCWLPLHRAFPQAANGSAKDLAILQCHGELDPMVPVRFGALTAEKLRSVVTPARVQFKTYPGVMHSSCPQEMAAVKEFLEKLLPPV
PAFAH1B2 FP inh: PAFAH1B2 (human) inhibition; inhibition, % at 3.39 µM; recombinant PAFAH1B2, FP-rhodamine activity probe, fluorescence polarization; P68402; 1.2% of 340,000 active;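 active = inhibition above the mean of all tested compounds plus 3 SD, cut at about 24% in these data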;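 note: 0% = enzyme with DMSO and 100% = wells lacking PAFAH1B2; many of its hits are not listed in these tables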
LYPLA1 inh: LYPLA1 (human) inhibition in PME1 counter-screen. inhibition, % at 5.9 µM. AID 2174. O75608. recombinant LYPLA1, FP-Rh probe fluorescence polarization. 0.16% of 320,000 active;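 active = inhibition above the mean of all tested compounds plus 3 SD, set per campaign, cut at about 14% in these data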;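 note: inhibitors block serine hydrolase probe labeling of LYPLA1 so polarization falls; 0% = enzyme with DMSO and 100% = wells lacking LYPLA1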
GSTO1 inh: counter-screen for RBBP9 inhibitors: inhibitors of human GSTO1; AID 1974; recombinant GSTO1, activity-based probe fluorescence polarization; inhibition, % at 5.96 µM; 1.1% of 300,000 active;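 active = inhibition above the campaign mean inhibition plus 3 SD, cut at about 35% in these data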;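 note: 0% = GSTO1-1 with DMSO and 100% = wells lacking GSTO1-1 enzyme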
Target sequence (P78417 whole entry, looked up): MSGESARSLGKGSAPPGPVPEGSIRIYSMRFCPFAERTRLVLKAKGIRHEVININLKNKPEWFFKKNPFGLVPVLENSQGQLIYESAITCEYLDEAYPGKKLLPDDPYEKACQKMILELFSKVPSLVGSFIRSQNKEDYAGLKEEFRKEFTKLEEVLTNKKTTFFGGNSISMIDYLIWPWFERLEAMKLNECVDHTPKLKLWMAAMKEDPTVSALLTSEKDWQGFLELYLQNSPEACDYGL
pPAFAH inh: pPAFAH (human) enzyme inhibition. recombinant pPAFAH, FP-rhodamine probe fluorescence polarization. Q13093. AID 463082. 1.5% of 330,000 active. inhibition, % at 3.39 µM;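 active = inhibition above the mean inhibition across the screen plus 3 SD, cut at about 25% in these data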;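 note: inhibitors block binding of the rhodamine activity-based probe so polarization drops; 0% = enzyme with DMSO and 100% = wells lacking pPAFAH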
Target sequence (Q13093 whole entry, looked up): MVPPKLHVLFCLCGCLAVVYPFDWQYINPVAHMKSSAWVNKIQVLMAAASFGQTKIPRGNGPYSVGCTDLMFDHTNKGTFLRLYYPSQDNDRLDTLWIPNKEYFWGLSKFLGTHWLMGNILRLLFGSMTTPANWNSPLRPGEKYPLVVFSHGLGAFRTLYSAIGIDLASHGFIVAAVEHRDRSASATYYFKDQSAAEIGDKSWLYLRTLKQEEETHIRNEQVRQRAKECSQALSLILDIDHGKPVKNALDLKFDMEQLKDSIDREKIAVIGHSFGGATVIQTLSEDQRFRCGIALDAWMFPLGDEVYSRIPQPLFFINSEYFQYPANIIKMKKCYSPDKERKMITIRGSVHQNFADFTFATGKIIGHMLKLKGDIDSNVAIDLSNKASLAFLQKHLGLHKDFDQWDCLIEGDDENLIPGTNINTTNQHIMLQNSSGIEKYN
PAD4 inh: blocks human protein arginine deiminase 4; AID 485272; inhibition, % at 6.36 µM; 0.41% of 330,000 active; Q9UM07; recombinant PAD4, RCA probe fluorescence polarization;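 active = percent inhibition above a cutoff equal to the mean of all tested compounds plus 3 SD, cut at about 15% in these data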;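 note: 0% = PAD4 with RCA probe and DMSO and 100% = probe without PAD4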
PAFAH1B3 inh: PAFAH1B3 (human) inhibition | recombinant PAFAH1B3, FP-rhodamine probe, fluorescence polarization | AID 492972 | 0.28% of 340,000 active | inhibition, % at 3.39 µM;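 active = inhibition above the screen-wide average of all tested compounds plus 3 SD, cut at about 25% in these data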;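 note: 0% = enzyme with DMSO only and 100% = wells lacking PAFAH1B3 protein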
PME-1 primary: blocks human protein phosphatase methylesterase 1. inhibition, % at 5.9 µM. 0.53% of 320,000 active. Q9Y570. recombinant PME-1, FP-Rh probe fluorescence polarization;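 active = inhibition above the campaign mean of all compounds plus 3 SD, cut at about 26% in these data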;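 note: competitive labeling of PME-1 active site by serine hydrolase directed probe; 0% = PME-1 with DMSO and 100% = wells lacking PME-1 enzyme; inhibitors block probe labeling so polarization falls and inhibition rises; many of its hits are not listed in these tables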
* marks the source's active call; other numbers are inactive results; nt = not tested or not shown. The list is partial, so the mix of outcomes need not match the whole.

SMILES	PAFAH2 inh	LYPLA2 inh	PAFAH1B2 FP inh	LYPLA1 inh	GSTO1 inh	pPAFAH inh	PAD4 inh	PAFAH1B3 inh	PME-1 primary
O=C1CC(C(=O)N2CCc3ccccc32)CN1c1cccc(C(F)(F)F)c1 (stereo not given)	-1	5	-2	-3	nt	-1	0	8	-2
COCc1c(C(=O)OCc2nc3ccsc3c(=O)[nH]2)oc2ccccc12	8	4	5	1	nt	1	3	8	2
COc1ccccc1CNc1ccccc1F	0	8	3	3	8	0	0	1	3
CC(=O)Nc1cc2c(cc1C(=O)c1ccccc1)OCCO2	-9	-1	-4	-1	4	1	-12	12	0
CCOC(=O)c1ccc(NC(=O)c2nc[nH]c2C(=O)N(C)Cc2ccccc2)cc1	-2	-6	-2	-4	11	-7	3	6	-1
O=c1oc2ccccc2n1Cc1cccc(C(F)(F)F)c1	-4	6	1	2	0	2	-2	6	2
Cn1c(SCc2cccnc2)nc2cccnc21	1	-3	7	-3	0	-5	-3	6	-6
CCOC(=O)CSc1nc(C)cc(C)c1C#N	-2	5	0	-2	-9	5	-1	5	-3
C/C(N)=C(/C#N)C(=O)CSc1nnnn1-c1ccc(C)cc1C	-7	4	1	-1	5	9	1	3	-3
CC(=O)NCC(=O)OCC(=O)c1ccc(C)c(C)c1	-2	4	6	-2	3	6	1	1	3
COc1cc(CNC2CCCC2)cc(Cl)c1OCc1ccccc1F	6	-9	4	-7	10	-1	-3	14	-4
COc1cc(C(=O)N2CCN(C(=O)c3ccccc3)CC2)cc(OC)c1OC	2	-5	6	0	1	-3	5	9	3
O=C(NCCCO)/C(=C\c1ccco1)NC(=O)c1ccco1	-3	-2	2	3	1	2	-2	2	2
O=C(Cn1cncn1)NCc1cccc(OC(F)F)c1	7	2	-1	3	3	7	3	3	0
CCCc1cc(CN(C)C(=O)CC2C(=O)NCCN2Cc2ccccc2C)[nH]n1 (stereo not given)	1	-3	3	0	2	3	-4	5	0
O=C(O)c1cccc(Nc2ccncc2[N+](=O)[O-])c1	4	9	2	0	3	-3	-2	-1	8
CC(C)CCNC(=O)CN(Cc1ccc2c(c1)OCO2)C(=O)CCC(=O)Nc1ccccn1	0	2	-4	0	5	0	1	5	-4
COc1ccc(CNC2CC(C)N(C)CC2C)cc1OC (stereo not given)	2	-1	3	-1	0	5	-2	8	0
CCn1c(=O)c(C(=O)Nc2nc3ccccc3[nH]2)c(O)c2ccccc21	-1	-6	1	-2	-13	0	-6	-9	-16
COc1ccc(Nc2nc(N)nc(CN3CCOCC3)n2)cc1	5	7	8	4	4	5	-5	20	-1
COc1ccc(-n2c(=S)[nH]c3cc(C(=O)O)ccc3c2=O)cc1	4	2	10	0	-1	3	-8	5	2
C=C(C)C(=O)NC1=NN(c2ccccc2)C(=O)C1	-3	-4	-1	-5	8	-1	5	4	-5
O=c1[nH]c(-c2ccccc2)nnc1-c1ccccc1	6	3	2	-2	-6	0	6	8	2
Cc1cc(C)nc(-n2nc(C)cc2NC(=O)CNC2CCCCC2)n1	-11	1	-2	-3	5	3	-3	10	-1

Some values from the results shown.
pPAFAH inh with `O=c1[nH]c(-c2ccccc2)nnc1-c1ccccc1` : 0
GSTO1 inh with `COc1ccc(Nc2nc(N)nc(CN3CCOCC3)n2)cc1` : 4

Single records, from the list above. Values in the order: PAFAH2 inh	LYPLA2 inh	PAFAH1B2 FP inh	LYPLA1 inh	GSTO1 inh	pPAFAH inh	PAD4 inh	PAFAH1B3 inh	PME-1 primary
COc1cc(C(=O)N2CCN(C(=O)c3ccccc3)CC2)cc(OC)c1OC as listed: 2	-5	6	0	1	-3	5	9	3
O=c1oc2ccccc2n1Cc1cccc(C(F)(F)F)c1 as listed: -4	6	1	2	0	2	-2	6	2

The list continues.
SMILES	PAFAH2 inh	LYPLA2 inh	PAFAH1B2 FP inh	LYPLA1 inh	GSTO1 inh	pPAFAH inh	PAD4 inh	PAFAH1B3 inh	PME-1 primary
COCCN(C(=O)CCC(=O)Nc1cccnc1)C(C(=O)NC1CCCCC1)c1ccccc1 (stereo not given)	14	-2	4	-3	1	4	-4	2	-14
CCOC(=O)N1N=C(c2ccccc2)CC1(O)C(F)(F)F (stereo not given)	3	-1	-4	1	-6	-3	-3	5	-6
O=C(C1COc2ccccc2O1)N1CCOCC1 (stereo not given)	2	0	-1	-1	18	-1	2	8	1
Cc1ccc(OCC(=O)Nc2cccc(C)n2)c(C)c1	3	-5	5	2	1	-12	-7	6	-97
COc1ccccc1OCCC(=O)OCC(=O)NCc1ccccc1	-7	5	-1	2	7	19	0	7	-2
c1ccc2c(c1)CCCN2Cc1nnc2n1CCCCC2	2	6	-2	2	-2	1	3	4	-1
CN(C)S(=O)(=O)Nc1ccccc1F	-5	6	1	2	13	3	-1	7	9
CCOC(=O)C(CC)n1cnc2c(nnn2-c2ccc(C)cc2)c1=O (stereo not given)	3	4	0	-3	-1	0	0	4	-7
CC1CCC(NC(=O)Cn2ncc3ccccc32)CC1 (stereo not given)	0	3	-2	0	1	9	2	6	-6
COC(=O)[C@@H](NCc1cccc(CN[C@H](C(=O)OC)C(C)C)c1)C(C)C	0	-2	-1	-2	7	4	0	5	3
CCOC(=O)Cc1csc(NC(=O)c2ccc3ccccc3n2)n1	-1	2	5	-6	5	10	-2	2	-16
CCN(CC)CC(=O)n1c2c(c3ccccc31)CCCC2	2	7	0	3	2	6	1	8	-3
COc1ccc(S(=O)(=O)N2CCC(O)(c3ccc4c(c3)OCO4)CC2)cc1	1	2	6	3	-5	6	4	-3	1
NC(=O)C1CCN(C(=O)C23CC4CC(CC(C4)C2)C3)CC1	-3	-6	13	-3	-1	0	0	-1	-2
CCCC(=O)Nc1cccc(NC(=O)c2ccccc2Br)c1	-12	3	6	3	-1	-1	-3	6	6
CN(C)CCNCc1ccccc1OC1CCCC1	-2	8	1	2	-2	2	-6	-2	1
CCCNCC(O)COc1ccccc1C(=O)CCc1ccccc1 (stereo not given)	1	11	-1	2	1	-2	1	2	1
COc1ccc(C(=O)COC(=O)Cn2nnc3ccccc32)cc1Br	5	2	7	-4	-2	13	-4	2	1
C=CCNc1nc(NCCN2CCOCC2)nc(N2CCOCC2)n1	8	3	-1	3	2	-11	-2	1	-6
CC1C(=O)CCN(C(C)C)C1C (stereo not given)	4	-3	2	2	3	1	3	2	-13
Cc1cc(OCC(=O)NC(C)C)ccc1Cl	-4	4	3	4	-1	0	-3	4	-3
CC(C)CNC(=O)c1cccc(NC(=O)CSc2ccc(Cl)cc2)c1	-3	-2	30*	-3	2	3	4	7	1
CC(C)NC(=O)NC1C2CC3CC(C2)CC1C3 (stereo not given)	-4	1	9	-4	-6	2	-3	-4	-7
CN(C(=O)CCNC(=O)Cn1cnc2ccccc2c1=O)c1ccc(F)cc1	-7	-1	3	2	6	0	0	3	-2
COc1cc(OC)c(OC)cc1/C=N/NC(=O)CC1C(=O)NN=C1C (stereo not given)	-2	-1	0	2	-1	3	-3	3	2
CCN1C(=O)C(CC(=O)Nc2ccc(OC)cc2)N(CCc2ccc(OC)cc2)C1=S (stereo not given)	-4	-2	1	-1	-6	-1	0	4	-1
COc1cccc(/C=C/C(=O)OCC(=O)Nc2nnc(-c3ccccc3)o2)c1	4	3	-1	-1	0	-2	-2	13	-4
Cc1ccc(C2(C)NC(=O)N(CC(=O)NC(C)c3ccccc3)C2=O)cc1 (stereo not given)	2	11	0	0	-3	1	3	-2	2
Cc1ccc(Nc2nnns2)cc1C	9	1	6	1	4	6	-1	3	6
Cn1c(C(=O)c2ccncc2)cc2ccccc21	4	-3	3	4	2	12	-8	-1	3
COc1ccccc1-n1c(N)c(C(N)=O)sc1=S	1	-10	5	-4	1	-9	-2	22	-2
Cc1ccc(N2C(=O)c3ccccc3C2(O)c2ncc[nH]2)cc1 (stereo not given)	4	-6	2	6	-2	1	-4	7	2
CC1CCCC(C)N1CC(O)COc1ccc(Cl)cc1 (stereo not given)	-12	1	2	0	1	-1	-2	3	-1
Cc1cc(Nc2ccccc2)nc(N)n1	9	-6	7	-1	1	-4	-2	-7	2
CCNC(=S)NNC(=O)c1cccn(Cc2ccc(Cl)cc2)c1=O	1	12	8	-2	3	-2	-4	6	4
NC(=O)C1CC(=O)N(c2ccc(OCC(=O)Nc3ccc(F)cc3)cc2)C1 (stereo not given)	0	8	6	3	nt	7	13	6	7
CCCCC(=O)Nc1ccc(C(=O)NCc2ccncc2)cc1	-7	0	-1	2	2	5	-9	1	0
CC(C)CSc1nsc(N)n1	-4	-1	-1	3	3	-4	-2	8	1
COC(=O)c1ccc(N2C(=O)CC(N3CCN(c4ccccc4)CC3)C2=O)cc1 (stereo not given)	2	10	8	5	1	4	-1	2	5
CCN(CC)c1ccc(NC(=O)c2ccc(S(=O)(=O)N3CCOCC3)cc2)cc1	8	nt	5	nt	nt	5	1	8	nt
COC(=O)c1c(NC(=O)CSc2nc3nc(C)cc(C)n3n2)sc(C)c1C	5	-1	0	2	5	-1	-6	-2	0
O=C(/C=C/c1cccc([N+](=O)[O-])c1)NCCN1C(=O)S/C(=C\c2cccnc2)C1=O	8	5	2	1	3	5	-1	4	4
COc1cc(OC)c(NC(=O)/C=C/C(=O)O)cc1Cl	nt	-1	nt	0	8	4	-7	nt	-4
O=C(Nc1nc(-c2ccco2)c(-c2ccco2)s1)c1ccco1	23	-7	13	-4	28	43*	-4	16	6
Cc1nc(Cl)cc(CS(=O)(=O)c2ccc(Cl)cc2)n1	-7	4	7	-2	-2	6	-2	2	-1
CC1(C)CC(=O)C(C(=O)c2ccccc2)C(=O)C1Cl (stereo not given)	7	-4	5	-2	-5	0	-2	2	-7
O=C(NCc1ccccc1)c1ccc(Cl)cc1[N+](=O)[O-]	-5	-1	3	0	5	-5	-4	4	1
COc1ccc(Cl)cc1C(=O)NCC(c1ccco1)N1CCCC1 (stereo not given)	1	4	-2	3	2	-6	-11	5	6
O=C(Nc1ccncc1)C1CCN(S(=O)(=O)c2ccccc2)CC1	3	2	4	0	-5	-1	-5	4	1
O=C(CN1CCN(Cc2cccc3ccccc23)CC1)NCCc1ccccc1	3	-1	6	2	8	2	-3	4	6
O=S(=O)(NCCSc1ccccn1)c1ccc(Cl)cc1	10	-3	16	0	3	9	3	0	-6
N#C/C(=C\c1ccc(N2CCCCC2)o1)C(N)=O	3	0	2	1	-6	5	-2	-1	-4
COC(=O)CN1C(C)=Nc2ccc(C)cc2C1c1ccccc1 (stereo not given)	1	-4	-2	-2	2	-3	-6	-4	-2
c1cncc(-c2noc(-c3ccc4ccccc4c3)n2)c1	-5	-5	2	-4	1	0	4	7	-2
Cc1ccc(NC(=S)N(CCCN2CCCC2)Cc2cccn2Cc2ccc(Cl)cc2)cc1Cl	-6	4	-6	-5	2	1	-6	0	-3
CNC(=O)C12CC3CC(C1)CC(c1ccc(C)cc1)(C3)C2	0	2	9	-1	0	4	-2	1	-1
O=C(c1ccccc1C(=O)N(c1ccccc1)c1ccccc1)N1CCCCC1	0	3	21	-1	-2	1	5	4	-2
COc1ccc(-c2cn3ccc(C)cc3n2)cc1	-11	6	1	1	3	3	-4	5	-2
COc1cc(OC)cc(-c2c(-c3cccs3)c3cc(-c4ccc5c(c4)OCCO5)ccc3n2C)c1	3	-7	-1	-4	nt	13	-6	3	-2
CC(C)OC(=O)CSc1nnc(-c2cccnc2)n1Cc1ccccc1	1	5	2	2	-5	7	0	9	-2
